Tb PGK inh: blocks T. brucei phosphoglycerate kinase; P07378; PGK/GAPDH coupled, Kinase-Glo luminescence, 60 min; Potency, µM (titrated, usually from 57.5 µM), without a hit: at the top dose activity change, negative = inhibition, most hits filed as inhibitors; 380,000 tested, 0.043% active; also: % is scaled to controls: 0 for no effect and ±100 for the full control effect; nearly all actives have a fitted effect of over 60% in size
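Luminescent ATP detection (Kinase-Glo Plus) follows a 60-minute room-temperature incubation, with wells lacking PGK as controls. Buffer: 100 mM TEA (pH 7.6), 5 mM MgCl2, 0.01% Tween-20. Coupling enzyme GAPDH (100 nM final) supplies unstable 1,3-BPG in-well.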
HP1b chromo inh: HP1-beta chromodomain-methylated histone interaction inhibition; P83916; AlphaScreen HP1-beta / biotin-H3K9me3 peptide binding; Potency, µM (top dose mostly 114 µM), inactives show at the top dose activity change, negative = inhibition, most hits filed as inhibitors; 390,000 tested, 0.56% active; also: nearly all actives have a fitted effect of over 70% in size; inactives centre near 23
Target sequence (P83916 whole entry, looked up): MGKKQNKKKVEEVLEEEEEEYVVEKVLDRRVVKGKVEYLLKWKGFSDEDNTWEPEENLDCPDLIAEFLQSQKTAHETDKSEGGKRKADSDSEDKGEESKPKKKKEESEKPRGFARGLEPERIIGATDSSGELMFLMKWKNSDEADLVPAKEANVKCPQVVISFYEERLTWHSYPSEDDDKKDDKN
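AlphaScreen: HP1-beta (50 nM) preformed 30 min with biotin-H3(1-18)K9me3 peptide (50 nM) in PBS pH 7.4, 0.01% Tween-20. Compound added for 30 min at RT, then streptavidin donor/nickel chelate acceptor beads (10 ug/mL) for 30 min.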
Pin1 inh: blocks the human prolyl isomerase Pin1 | Pin1 FP peptide displacement, HiFluor488, 10 min | Potency, µM (highest dose often 115 µM), without a hit: at the highest dose activity, negative = inhibition, hits mostly inhibitors | 390,000 tested, 0.009% active; active = well fitted inhibition curve with a large enough effect in the polarisation, with a control signal flat, not every such curve was filed as active; inconclusive = small, poorly fitted or top-dose-only effect, or effect the other way, or a change in a side signal; inactive = no such curve, though single readings can be large or run the other way; the % refers to the polarisation; also: % is scaled to controls: 0 for no effect and ±100 for the full control effect
Target sequence (Q13526 whole entry, looked up): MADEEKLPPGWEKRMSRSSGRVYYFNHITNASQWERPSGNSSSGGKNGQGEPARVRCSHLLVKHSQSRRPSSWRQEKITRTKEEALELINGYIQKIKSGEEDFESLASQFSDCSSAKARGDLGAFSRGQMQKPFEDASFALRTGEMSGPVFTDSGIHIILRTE
12-LOX inh: ALOX12 (human) lipoxygenase inhibition. purified 12hLO, xylenol orange hydroperoxide absorbance. P18054. 580,000 tested, 1.1% active. AID 1671190. Potency, µM (series often up to 108 µM), for the others: at the highest dose activity change, negative = inhibition, actives largely listed as inhibitors; also: % is scaled to controls: 0 for no effect and ±100 for the full control effect
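Hydroperoxide product was detected by ferrous iron/xylenol orange as the 573 to 405 nm absorbance ratio. Arachidonic acid at 40 uM (final) was turned over for 30 min at room temperature by 150 nM human 12hLO, pH 7.0 Hepes buffer, after 15 min compound preincubation.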
JMJD2A Tudor: JMJD2A Tudor domain (human) inhibition. AlphaScreen JMJD2A-Tudor / H3K4me3 peptide binding. Potency, µM (highest dose often 114 µM), inactives show at the top dose activity change, negative = inhibition, usual class: inhibitors. 390,000 tested, 4.4% active; also: % is scaled to controls: 0 for no effect and ±100 for the full control effect; nearly all actives have a fitted effect of over 50% in size
GLS inh: glutaminase GLS (human) inhibition | O94925 | GLS enzymatic activity, qHTS titration | Potency, µM (highest dose often 45.5 µM), inactives show at the highest dose activity change, negative = inhibition, actives largely listed as inhibitors | 410,000 tested, 0.21% active; also: % is scaled to controls: 0 for no effect and ±100 for the full control effect
Target sequence (O94925 whole entry, looked up): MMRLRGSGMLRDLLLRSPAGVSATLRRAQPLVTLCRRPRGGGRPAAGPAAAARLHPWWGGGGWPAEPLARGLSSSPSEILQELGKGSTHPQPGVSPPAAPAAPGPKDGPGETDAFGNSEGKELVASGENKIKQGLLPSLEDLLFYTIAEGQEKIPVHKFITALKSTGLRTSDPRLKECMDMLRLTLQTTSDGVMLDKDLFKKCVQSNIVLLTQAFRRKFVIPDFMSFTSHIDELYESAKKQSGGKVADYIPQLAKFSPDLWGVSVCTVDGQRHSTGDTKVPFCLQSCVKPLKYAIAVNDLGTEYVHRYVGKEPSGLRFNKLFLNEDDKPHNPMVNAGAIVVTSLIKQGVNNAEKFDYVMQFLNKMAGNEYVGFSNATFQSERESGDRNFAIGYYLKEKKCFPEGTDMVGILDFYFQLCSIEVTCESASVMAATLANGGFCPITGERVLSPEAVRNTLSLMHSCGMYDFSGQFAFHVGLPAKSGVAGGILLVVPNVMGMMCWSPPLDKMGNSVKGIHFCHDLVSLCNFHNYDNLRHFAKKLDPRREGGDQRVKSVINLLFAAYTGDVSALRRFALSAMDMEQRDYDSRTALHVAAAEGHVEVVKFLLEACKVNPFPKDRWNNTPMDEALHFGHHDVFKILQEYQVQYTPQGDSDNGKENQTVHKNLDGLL
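hKGA in 45 mM KH2PO4 (pH 8.2), 0.02% Tween-20 with compound, then 1mM L-Glutamine (stock as added) plus glutamate oxidase/HRP/Amplex red coupling mix. Fluorescence read initially and after 30 min at RT; signal change reflects glutamate formation.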
rTrxR1 inhibitor: rat TrxR1 inhibition; O89049; Potency, µM (top dose mostly 114 µM), for inactives: at the top dose activity change, negative = inhibition, actives largely listed as inhibitors; recombinant rTrxR1, NADPH fluorescence consumption, selenite substrate; 390,000 tested, 1% active; also: % is scaled to controls: 0 for no effect and ±100 for the full control effect; nearly all actives have a fitted effect of over 65% in size
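Rat TrxR1 (90 nM in the dispensed reagent) was pre-reduced with 400 uM NADPH for 5 min at room temperature, then incubated with compound for 15 min. After 400 uM selenite was added, NADPH fluorescence (Ex 340/Em 450 nm) was followed for 8 min.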
ERG Ets-DNA blk: inhibitors of human ERG Ets domain-DNA interaction; Potency, µM (doses to about 76.9 µM), for inactives: at the top dose FP activity, negative = inhibition, hits mostly inhibitors; 370,000 tested, 0.028% active; AID 624246; P11308; fluorescence polarization, His-ERG Ets domain / labelled DNA; active = well fitted inhibition curve with a large enough effect in the polarisation, with a control signal flat; inconclusive = small, poorly fitted or top-dose-only effect, or effect the other way, or a change in a side signal; inactive = no such curve, though single readings can be large or run the other way; the % refers to the polarisation;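 also: polarization taken with two DNA probes labelled with fluorescein and Texas red; % of control where 0% means no effect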
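His-tagged ERG Ets domain (1 uM in the protein solution; 300mM KCl, 50mM Tris-HCl, 1mM EDTA, 1mM DTT, pH 7.5) received compound, then a probe mix of 5 nM fluorescein-DNA and 100nM Texas-615-DNA. Fluorescence polarization was read for both dyes.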
RGS4 inhibitor: human RGS4 inhibition; Potency, µM (highest dose often 114 µM), without a hit: at the highest dose activity change, negative = inhibition, actives largely listed as inhibitors; AID 504845; Transcreener GDP fluorescence polarization, RGS4-accelerated GTP hydrolysis; 390,000 tested, 0.039% active; P49798; also: % is scaled to controls: 0 for no effect and ±100 for the full control effect; nearly all actives have a fitted effect of over 75% in size; some results filed as inactive show a strong effect at the top dose
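MLSMR compounds (23 nl, pin-transferred) preincubated 10 min at room temperature with a 500nM (2x) first reagent, then RGS4 at 900nM (2x) plus Transcreener GDP mix added; fluorescence polarization (620/688 nm) read before and after 90 min at 30 °C.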
* marks the source's active call; other numbers are inactive results; i = inactive; u = inconclusive; x = no result given; & = joins results of further samples; [ ] = dose if it differs, or a comment. Unless noted, calls follow the shape of the dose curve; as a rule, active = well fitted curve in the direction sought with a large enough effect; inconclusive = small, poorly fitted or top-dose-only effect, or another doubt; inactive = no such curve, though single readings can be large; an effect the other way counts as inactive or inconclusive. Potency is read from the fitted curve at half-maximal effect. This is a subset; rates above refer to the full screens.

SMILES	Tb PGK inh	HP1b chromo inh	Pin1 inh	12-LOX inh	JMJD2A Tudor	GLS inh	rTrxR1 inhibitor	ERG Ets-DNA blk	RGS4 inhibitor
CCN(CCCNC(=O)CN1C(=O)COc2ccc(S(=O)(=O)N3CCC(C)CC3)cc21)Cc1ccccc1	-8%	4%	-1%	-20%	-9%	2%	28%	0%	23%
O=C(CSc1ccc2nnc(-c3ccccn3)n2n1)N1CCOCC1	i	35%	7%	-7%	u	-6%	17%	3%	4%
O=C(Nc1ccccc1Cl)c1ccc(S(=O)(=O)NCC2CCCO2)cc1 (centres undefined)	-5%	36%	-1%	-59%	-6%	-14%	7%[57.1 µM]	15%	-9%
c1coc(CN(Cc2ccco2)c2ncnc3c2oc2ccccc23)c1	-4%	-5%	22%	x	40µM*	-5%	-7%	-15%	-27%
Cc1ccccc1OCC(O)Cn1c(=N)n(CCN2CCOCC2)c2ccccc21 (centres undefined)	-4%&-1%	5%&32%	1%&3%	0%&22%	14%[57.1 µM]	2%&1%	-10%&17%	0%&-14%	15%[11.4 µM]
CCOC(=O)c1ccc(NC(=O)c2c(C)oc3nc(C)nc(N4CCCC4)c23)cc1	-2%	27%	-1%	-9%	-2%	3%	20%	0%	6%
CCOC(=O)N1CCN(C(=O)c2cc3cc(OC)c(OC)cc3[nH]2)CC1	-13%	21%	-4%	-3%	3%	-7%	12%	16%	17%
COc1ccc(N2CCN(C(=O)c3cccn3-c3nnc(N4CCCC4)s3)CC2)cc1	11%	24%	1%	u	-19%	6%	-16%[57.1 µM]	-8%	-24%
CC(=O)c1ccc(NC(=O)CSc2nc(-c3ccccc3F)nc3c2c(=O)n(C)c(=O)n3C)cc1	i	23%[57 µM]	6%	-16%	-10%	-5%	15%[57.1 µM]	1%	-9%
COc1ccc(C(=O)NNC(=O)c2snnc2C)cc1	-11%	12%	-5%	u	-10%	1%	13%	-4%	2%
COc1ccc(-c2c(C)n([O-])c3c([n+]2=O)CCC3)cc1OC	i	30%	u	0%	-4%	-3%	-12%	-9%	2%
Cc1ccccc1OCC(=O)N(Cc1ccc(N(C)C)cc1)C1CCS(=O)(=O)C1 (centres undefined)	0%	-14%	-3%	-1%	u	13%	-12%	-5%	-48%
O=C(O)CC(NC(=O)CCc1ccccc1)c1ccc(Cl)cc1 (centres undefined)	i	25%	0%	-2%	-13%	-5%	15%	-14%	8%
COc1ccc(S(=O)(=O)N2CCOCC2)cc1NC(=O)Cc1ccc2c(c1)OCCO2	-1%	12%	6%	131%[activator]	-7%	-6%	27%	x	-22%
Cc1nn(S(=O)(=O)c2ccc(F)cc2)c(C)c1S(=O)(=O)N1CCOCC1	4%	5%	0%	-17%	-12%	-4%	25%	-7%	-8%
Cc1nc2ccn(Cc3ccco3)c(=O)c2cc1C(=O)NCc1ccccc1F	1%	52%[activator]	-1%	-16%	-10%	7%	18%[57.1 µM]	-1%	-3%
COc1cccc(NS(=O)(=O)c2ccc3c(c2)[C@H]2C=CC[C@H]2[C@@H](c2ccccc2Cl)N3)c1	-3%	19%	20%	u	-24%	-11%	-4%	3%	-26%
O=C(NCc1ccc(-c2nc3ccccc3s2)cc1)c1ccco1	2%	17%	2%	-19%	-6%	17%	u	-6%	23%
O=C(NC(Cc1ccccc1)C(=O)O)C1CCN(S(=O)(=O)c2cccc(C(F)(F)F)c2)CC1 (centres undefined)	-5%	39%	0%	-4%	11%	4%	5%[57.1 µM]	-9%	-6%
COc1ccc2oc(C(=O)NC(C)(C)C)c(C)c2c1	i	66%[activator]	3%	-17%	-4%	-7%	27%	7%	-40%
N#C/C(=C/c1ccc(OCc2ccc(C(=O)O)cc2)cc1)C(=O)Nc1ccccc1	x	1%	-1%	x	25µM*	-2%	9%	14%	u
CC(C)(C)C1CCC(=NNc2nc3ccccc3[nH]2)CC1 (centres undefined)	-8%	27%	-1%	-13%	-28%	-3%	9%[57.1 µM]	1%	12%
O=C1c2ccccc2-c2nnc(-c3ccc(F)cc3)cc21	-1%	20%	-3%	-20%	-12%	-8%	5%	9%	-21%
O=C(Nc1ccccc1Br)c1cc(CN2CCCC2)on1	1%	14%	0%	-2%	-12%	2%	6%[57.1 µM]	2%	-7%
O=C(NCc1ccc(F)cc1)C1CC(=O)N(C2CCCCC2)C1 (centres undefined)	-11%	65%[activator]	-6%	-3%	-3%	-2%	-2%	-3%	-9%
CC1CC=CC2C1C(=O)N(Cc1ccccc1)C2c1ccc2ccccc2c1 (centres undefined)	x	34%	u	x	6%	x	-16%	x	-22%
CCc1nnc(NC(=O)C2CCCN2C(=O)Nc2ccc(Cl)cc2)s1 (centres undefined)	-4%	-2%	3%	4%	2%	-4%	6%[57.1 µM]	-1%	1%
O=C(Cc1ccccc1)N(Cc1cccnc1)c1nc2c(F)cccc2s1	1%	26%	u	-32%	40µM*	3%	8%[57.1 µM]	0%	-12%
COc1cccc(CNC(=O)c2ccncc2)c1	14%	33%	3%	286%[activator]	-5%	10%	4%	-1%	24%
Cc1nc(=O)c(-c2ccccc2)c(C)n1-c1ccc(O)cc1	-4%	21%	-4%	10%	-15%	0%	-1%	-2%	-6%

Random excerpt: 2 records from the list, in no set order.
SMILES	Tb PGK inh	HP1b chromo inh	Pin1 inh	12-LOX inh	JMJD2A Tudor	GLS inh	rTrxR1 inhibitor	ERG Ets-DNA blk	RGS4 inhibitor
CCN(CCCNC(=O)CN1C(=O)COc2ccc(S(=O)(=O)N3CCC(C)CC3)cc21)Cc1ccccc1	-8%	4%	-1%	-20%	-9%	2%	28%	0%	23%
Cc1nn(S(=O)(=O)c2ccc(F)cc2)c(C)c1S(=O)(=O)N1CCOCC1	4%	5%	0%	-17%	-12%	-4%	25%	-7%	-8%

Next compounds:
SMILES	Tb PGK inh	HP1b chromo inh	Pin1 inh	12-LOX inh	JMJD2A Tudor	GLS inh	rTrxR1 inhibitor	ERG Ets-DNA blk	RGS4 inhibitor
Cc1cc(C)c(C(=O)COC(=O)CCNS(=O)(=O)c2c(Cl)cccc2Cl)cc1C	-10%	38%	30%	11%	-10%	1%	4%	0%	-31%
CN1C(=O)Cc2cc(S(=O)(=O)CCC(=O)Nc3ccc(Cl)cc3)ccc21	8%	30%	0%	u	-5%	-7%	25%[57.1 µM]	1%	-18%
CN(C)S(=O)(=O)c1ccc(Cl)c(NC(=O)COC(=O)[C@@H]2CCCN2C(=O)c2cccs2)c1	5%	u	1%	8%	-23%	-7%	25%	1%	-15%[56.9 µM]
CCCOC(=O)/C(C)=N\NC(=O)c1ccco1	i	23%	0%	17%	-26%	-12%	19%[11.4 µM]	9%	-17%
CCCc1c(C)c2ccc(OCC(C)=O)cc2oc1=O	i	24%	-10%	27%	-4%	3%	u	-4%	12%
COC(CNC(=O)c1cc(C(=O)c2c(-c3c(Cl)cccc3Cl)noc2C)c[nH]1)OC	i	13%	2%	0%	-18%	6%	17%[57.1 µM]	2%	38%
Cc1ccc(S(=O)(=O)Nc2ccccc2C=Nc2cccc(C)c2C)cc1	-1%	37%	15%	-24%	-5%	54%[activator]	1%	-1%	10%
COC(=O)c1ccccc1NC(=O)CN(Cc1ccccc1)S(C)(=O)=O	0%	10%	0%	-1%	-6%	-6%	-6%[57.1 µM]	-2%	10%
CCOC(=O)c1ccccc1NC(=O)CN1C(=O)NC(C)(CCc2ccccc2)C1=O (centres undefined)	-4%	24%	u	26%	-19%	3%	11%	-11%	-2%
Cc1cc(=O)[nH]c(Nc2ccc(C(=O)OC(C)C)cc2)n1	-5%	19%	28%	0%	-20%	5%	1%[57.1 µM]	-2%	-48%
O=C(/C=C/c1cn(-c2ccccc2)nc1-c1cccnc1)NCCN1CCOCC1	-8%	21%	8%	-2%	-23%	2%	3%	-4%	-14%
COc1cccc(NC(=O)N2CCC(NC(=O)C3CCCCC3)CC2)c1	-3%	11%	6%	-20%	3%	-14%	19%	-3%	17%
O=C(CSc1nnc(Cn2cnc3ccccc32)o1)Nc1cccc2ccccc12	-7%	48%[activator]	-1%	-14%	-15%[57.1 µM]	-5%	15%	-3%	-17%[56.9 µM]
COC(=O)c1ccccc1NC(=O)c1cc2ccccc2o1	-1%	74%[activator]	5%	1%	25%	-1%	11%	-10%	-15%
O=C(NCC(=O)N1CCN(c2cccc(Cl)c2)CC1)c1ccc(Br)o1	-3%	18%	-2%	11%	-11%	-4%	-8%	-5%	-5%
O=C(CN(C1CCCCC1)S(=O)(=O)c1ccccc1)N1CCCC1	3%	38%	u	2%	-8%	8%	-7%	-4%	5%
Nn1c(Nc2ccccc2)nc2ccccc2c1=O	i	40%[activator]	-4%	288%[activator]	-6%	-5%	-5%	4%	-7%
Cn1c(SC/C=C/c2ccccc2)nnc1-c1cnccn1	-2%	9%	1%	144%[activator]	-6%	11%	-7%	-8%	30%
CCc1ccc(NC(=O)Cn2c(=O)n(CCC(=O)NCCc3ccc(OC)c(OC)c3)c(=O)c3ccccc32)cc1	-1%	19%	-7%	-10%	-2%	5%	1%	-2%	-1%
O=C1CCN(c2ccc([N+](=O)[O-])cc2F)CC1	24%	11%	0%	-10%	-9%	2%	15%[57.1 µM]	13%	1%
CCOc1ccc(-n2c(-c3ccc(OC)cc3)c[n+]3c2CCCCC3)cc1	i	20%	-6%	-8%	-1%	0%	18%[57.1 µM]	1%	-21%
CC1Cn2c(nc(=O)c3c2NCN(CCc2ccccc2)C3)S1 (centres undefined)	-7%	42%[activator]	1%	-1%	-3%	0%	11%	8%	-7%

Compound activity as filed in PubChem.
